# Screens (PubChem)
# BioA inh: M. tuberculosis BioA enzyme inhibitors, primary screen, biochemical, plate reader, single point, HTS | inhibition, % at 9.99 µM | hit rate 0.096% among 360,000 | 7,8-diaminopelargonic acid synthase BioA (Mycobacterium tuberculosis) | AID 602481, 2012 | purified M. tuberculosis BioA enzyme; in the data active = inhibition above about 40%; inconclusive = no clear call, values can overlap the other calls
# CCHF vOTU inh: CCHFV vOTU protease inhibitors, primary screen, biochemical, Pep-AMC substrate, fluorescence | Crimean-Congo hemorrhagic fever virus L polyprotein viral ovarian tumor (vOTU) protease … | inhibition, % at 11.5 µM | hit rate 0.55% among 370,000; note: 0% = vehicle wells with enzyme and 100% = no enzyme wells
# BoNT A protease: BoNT/A light chain protease inhibitors, primary screen, biochemical, flow cytometry, MLPCN library; hit rate 0.17% among 360,000; inhibition, % at 10 µM; multiplex microsphere protease substrate cleavage; AID 588499, 2011; in the data active = inhibition above about 30%; inconclusive = no clear call, values can overlap the other calls; note: plate controls were buffer without enzyme for full effect and enzyme alone for no effect
# PrPC surface inh: inhibitors of human cell surface prion protein PrPC, primary screen, cell-based, TR-FRET; Major prion protein (Homo sapiens), P04156; TR-FRET read-out; inhibition, % at 13.8 µM; hit rate 0.43% among 370,000; in the data active = inhibition above about 24%; note: 0% = median of the test wells and 100% = reference compound wells
# Mtb UGM inh: M. tuberculosis UGM enzyme inhibitors, primary screen, biochemical, fluorescence polarization, single point; UDP-galactopyranose mutase (Mycobacterium tuberculosis (strain ATCC 25618 / H37Rv)), …; purified UGM, fluorescence polarization probe displacement; inhibition, % at 10 µM; hit rate 0.06% among 320,000; AID 504406, 2011; in the data active = inhibition above about 10%, passing the limit was not always enough; inconclusive = no clear call, values can overlap the other calls
# Target sequence (P9WIQ1 whole entry, looked up): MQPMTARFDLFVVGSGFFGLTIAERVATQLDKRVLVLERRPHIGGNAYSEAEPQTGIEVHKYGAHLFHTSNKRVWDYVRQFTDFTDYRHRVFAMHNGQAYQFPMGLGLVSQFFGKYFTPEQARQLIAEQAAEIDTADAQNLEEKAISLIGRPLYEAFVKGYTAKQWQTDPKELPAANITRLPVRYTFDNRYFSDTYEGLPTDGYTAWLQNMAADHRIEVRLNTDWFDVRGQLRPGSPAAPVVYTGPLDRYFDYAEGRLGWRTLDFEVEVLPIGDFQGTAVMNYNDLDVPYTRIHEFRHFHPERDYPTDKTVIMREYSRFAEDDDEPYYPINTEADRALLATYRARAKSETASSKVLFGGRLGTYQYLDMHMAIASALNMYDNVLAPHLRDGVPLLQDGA
# FadD28 binding: inhibitors of FadD28 bisubstrate probe binding, primary screen, biochemical, fluorescence polarization, single point; AID 588549, 2011; hit rate 0.22% among 360,000; inhibition, % at 12.5 µM; in the data active = inhibition above about 8.5%, passing the limit was not always enough; inconclusive = no clear call, values can overlap the other calls
# BoNT F protease: BoNT/F light chain protease inhibitors, primary screen, biochemical, flow cytometry, MLPCN library | Botulinum neurotoxin type F light chain protease (Clostridium botulinum) | Multiplex microsphere protease cleavage assay | inhibition, % at 10 µM | hit rate 0.22% among 360,000 | AID 588497, 2011; in the data active = inhibition above about 35%, passing the limit was not always enough; inconclusive = no clear call, values can overlap the other calls; note: plate controls were buffer without enzyme for full effect and enzyme alone for no effect
# GDH-TPI inh: GDH-TPI coupling enzyme inhibitors, primary screen, artefact control for M. tuberculosis FBA inhibitor project, biochemical, absorbance, full deck; GDH-TPI coupled enzyme counterscreen, NADH absorbance; inhibition, % at 4.8 µM; hit rate 1.2% among 360,000;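 note: 0% = DMSO wells and 100% = wells lacking the enzyme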
# FBA Mtb inh: Mtb FBA enzyme inhibitors, primary screen, biochemical, fluorescence, strain H37Rv; inhibition, % at 1 µM; AID 588726, 2011; hit rate 2.3% among 360,000; Fructose-bisphosphate aldolase (Mycobacterium tuberculosis (strain ATCC 25618 / H37Rv)), …; purified M. tuberculosis FBA, fluorescence read-out; in the data active = inhibition above about 27%;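 note: 0% = vehicle and 100% = reference inhibitor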
# Target sequence (P9WQA3 whole entry, looked up): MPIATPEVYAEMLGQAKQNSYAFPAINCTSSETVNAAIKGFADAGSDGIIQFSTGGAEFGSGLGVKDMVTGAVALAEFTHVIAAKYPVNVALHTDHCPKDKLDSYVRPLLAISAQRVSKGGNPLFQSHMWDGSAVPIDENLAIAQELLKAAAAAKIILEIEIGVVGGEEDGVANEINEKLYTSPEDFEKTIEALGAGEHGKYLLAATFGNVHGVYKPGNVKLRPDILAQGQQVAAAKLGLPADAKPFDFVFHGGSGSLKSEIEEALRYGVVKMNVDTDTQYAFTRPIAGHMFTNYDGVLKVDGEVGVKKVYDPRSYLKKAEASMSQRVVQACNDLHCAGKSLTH
# An asterisk follows results filed as active; ? = inconclusive; . = not tested or not shown. Cut-off read from the data, not from the text of the source, unless noted: active = inhibition above about 30%; inactive = the rest. Compounds were not picked by outcome. About 4.8% of those tested had a hit in this group.
SMILES,BioA inh,CCHF vOTU inh,BoNT A protease,PrPC surface inh,Mtb UGM inh,FadD28 binding,BoNT F protease,GDH-TPI inh,FBA Mtb inh
O=C(CCc1c[nH]c2ccccc12)NCC(=O)Nc1ccc(F)c(F)c1F,-2.7,-9,-0.1,-6,-1.0,-3.5,1,-8,1
CN(C)S(=O)(=O)c1ccc(-c2ccccc2)cc1,-1.2,7,0.1,4,-2.8,-4.1,7,-4,-2
COc1cccc(/C=C/C(=O)OCC(=O)Nc2cccc(S(=O)(=O)N(C)C)c2)c1,0.0,-5,0.2,-7,2.6,-1.8,-2,2,19
CCCCN1CC(=O)N2Cc3[nH]c4ccccc4c3C[C@H]2C1=O,-0.7,13,2.9,-16,-0.7,-0.3,-10,6,4
CSCCC(NC(=O)c1ccccc1)C(=O)N1CC=C(c2ccccc2)CC1 (configuration not stated),-0.7,-7,0.8,-4,-0.8,-0.4,9,6,-1
N/C(CS(=O)(=O)c1ccc(F)cc1)=N\O,0.9,-4,.,3,3.4,-2.0,.,-3,2
O=C(NCc1cccnc1)/C(=C/c1ccc(-c2ccc(Cl)cc2)o1)S(=O)(=O)c1ccccc1,-0.1,-8,0.2,8,2.2,-5.0,0,40*,5
Nc1nnc(CC(=O)N/N=C\c2ccc(-c3cccc(Cl)c3)o2)s1,2.6,-1,0.4,-8,1.0,-11,-6,33*,-3
CCCCN(c1ccc(C(=O)OC)cc1)S(=O)(=O)c1ccccc1,.,-2,-0.8,8,-1.8,-3.6,-6,3,-2
COc1ccc(-c2cn(Cc3ccc(C(N)=O)cc3)c(CCN)n2)cc1,1.8,21,-0.6,-1,-0.8,-1.5,1,-1,0
Cc1ccc(CNC(=O)CCC(=O)Nc2nnc(C(C)C)s2)cc1,-1.6,-7,0.2,4,-3.7,-3.0,-7,3,-1
CC(C)[C@H](NS(=O)(=O)c1cccc(C(F)(F)F)c1)C(=O)OCC(N)=O,0.2,-7,-0.4,9,1.9,-3.2,2,-1,1

# Quoted at random: five entries already listed.
SMILES,BioA inh,CCHF vOTU inh,BoNT A protease,PrPC surface inh,Mtb UGM inh,FadD28 binding,BoNT F protease,GDH-TPI inh,FBA Mtb inh
CCCCN(c1ccc(C(=O)OC)cc1)S(=O)(=O)c1ccccc1,.,-2,-0.8,8,-1.8,-3.6,-6,3,-2
COc1cccc(/C=C/C(=O)OCC(=O)Nc2cccc(S(=O)(=O)N(C)C)c2)c1,0.0,-5,0.2,-7,2.6,-1.8,-2,2,19
CC(C)[C@H](NS(=O)(=O)c1cccc(C(F)(F)F)c1)C(=O)OCC(N)=O,0.2,-7,-0.4,9,1.9,-3.2,2,-1,1
CCCCN1CC(=O)N2Cc3[nH]c4ccccc4c3C[C@H]2C1=O,-0.7,13,2.9,-16,-0.7,-0.3,-10,6,4
COc1ccc(-c2cn(Cc3ccc(C(N)=O)cc3)c(CCN)n2)cc1,1.8,21,-0.6,-1,-0.8,-1.5,1,-1,0

# Next part.
SMILES,BioA inh,CCHF vOTU inh,BoNT A protease,PrPC surface inh,Mtb UGM inh,FadD28 binding,BoNT F protease,GDH-TPI inh,FBA Mtb inh
COc1ccccc1CN1C(=O)CCC1(C)C(=O)NCc1cccnc1 (configuration not stated),0.1,1,-0.1,6,-3.1,-1.3,6,-13,1
O=C(C1CCN(S(=O)(=O)N2CCOCC2)CC1)N1CCN(c2ccc(F)cc2)CC1,1.1,-2,-0.8,9,-2.3,-3.8,0,-16,-3
COc1ccccc1NC(=O)N1CCn2c(nc3ccccc32)C1,2.9,-10,1.0,5,-0.3,0.7,-4,8,4
COc1ccc(C(=O)NNC(=O)c2cc(C)[nH]n2)cc1,.,4,-1.2,-8,-1.6,0.6,-1,2,4
CCC(C)N(CCNC(=O)c1ccc(NC2=NC3CS(=O)(=O)CC3S2)cc1)Cc1ccco1 (configuration not stated),-0.2,20,-0.8,2,3.1,-0.2,-1,2,0
COc1ccc2c(O)c(-c3c(C)cc(C)cc3C)c(=O)[nH]c2c1,.,-13,-0.3,6,2.0,0.1,?,17,46*
CC(=O)c1sc(NC(=O)c2ccco2)nc1-c1ccccc1,0.0,.,0.0,.,0.7,-4.2,2,16,-6
O=S(=O)(/N=C(/Nc1ccc(Cl)c(S(=O)(=O)N2CCOCC2)c1)c1ccc(F)cc1)c1ccccc1,2.8,4,-0.3,5,-0.3,-3.3,-10,-1,-1
N#C/C(=C\c1ccncc1)c1ccccn1,-4.9,-14,-0.3,-21,-1.7,.,1,6,-3
CCSP1(=S)N=C(N2CCOCC2)C(C#N)=C2CCCN21 (configuration not stated),0.2,-8,0.6,7,1.0,-3.7,-3,-4,2
CCOCCn1c(CN2CCC(Cc3ccccc3)CC2)nc2c1c(=O)n(C)c(=O)n2C,0.0,-7,0.4,11,1.1,-4.3,-2,2,-1
Cc1ccc(NC(=O)COC(=O)CCc2c[nH]c3ccccc23)c(C)c1,-0.9,8,-10,-7,-5.9,-2.4,-28,-7,-2

# Results in GDH-TPI inh, FadD28 binding and BoNT A protease, for 5 of the compounds above:
Structure	GDH-TPI inh	FadD28 binding	BoNT A protease
O=C(CCc1c[nH]c2ccccc12)NCC(=O)Nc1ccc(F)c(F)c1F	-8	-3.5	-0.1
CN(C)S(=O)(=O)c1ccc(-c2ccccc2)cc1	-4	-4.1	0.1
COc1cccc(/C=C/C(=O)OCC(=O)Nc2cccc(S(=O)(=O)N(C)C)c2)c1	2	-1.8	0.2
CCCCN1CC(=O)N2Cc3[nH]c4ccccc4c3C[C@H]2C1=O	6	-0.3	2.9
CSCCC(NC(=O)c1ccccc1)C(=O)N1CC=C(c2ccccc2)CC1 (configuration not stated)	6	-0.4	0.8

# Going on with the list:
SMILES,BioA inh,CCHF vOTU inh,BoNT A protease,PrPC surface inh,Mtb UGM inh,FadD28 binding,BoNT F protease,GDH-TPI inh,FBA Mtb inh
Cc1ccc(NC(=O)c2cc(S(=O)(=O)N3CCCCC3)ccc2N2CCOCC2)cc1S(=O)(=O)N(C)C,1.5,-1,-0.6,-3,.,-2.7,-11,9,1
COc1ccc(C(=O)CCC(=O)N2CCN(c3cccc(Cl)c3)CC2)cc1,-0.1,13,-0.2,5,-0.8,-6.2,1,-11,-2
COC(=O)Cn1c(=NC(=O)CCS(=O)(=O)c2ccccc2)sc2c(OC)ccc(OC)c21,0.6,-7,-1.3,-7,1.3,-0.3,-4,-1,5
CC(C)CC12CN3CCN(CC(C3)/C1=N/O)C2,-3.1,5,-1.3,5,-3.3,-2.3,-7,4,1
OC(c1ccc(F)cc1)c1nc(-c2csc3ccccc23)cs1 (configuration not stated),-0.3,12,-0.3,-1,.,-4.1,-6,5,-3
CCN(CC)CCCC1(CN)OCCc2ccccc21 (configuration not stated),-1.0,0,0.0,-6,-0.3,-3.4,-9,-3,1
COC(=O)c1ccc(CSCC(=O)Nc2cc(OC)cc(OC)c2)o1,-0.5,-7,0.3,-2,3.1,-2.1,-22,1,0
COc1cccc(N(C(=O)c2cnccn2)C(C(=O)NC2CCCCC2)c2ccc(Cl)cc2)c1 (configuration not stated),-1.5,1,0.9,5,0.9,-3.4,-6,11,2
CCN(CC)Cc1c(O)ccc2occ(C(=O)c3ccccc3)c12,1.1,0,2.9,-14,0.3,-3.7,?,-6,-2
COC(=O)C(C(=O)OC)C(CC(=O)c1ccc(C)cc1)c1cc(OC)c(OC)c(OC)c1 (configuration not stated),-0.4,-5,-0.3,-2,0.4,-3.3,-3,-5,1
CCCC(=O)NCCc1cc2c(C)ccc(C)c2[nH]c1=O,0.2,-4,-0.6,1,-0.3,-0.7,0,11,5
CCCCC1=NN2CCS(=O)(=O)N=C2S1,.,1,-1.1,1,3.9,-0.1,-4,2,-3
Cc1nn(CC(=O)NCCCc2ccccc2)c(=O)c2cc3occc3n12,-1.8,8,-0.1,-3,-0.5,-2.7,-4,15,0
COc1ccc(N2CCN(C3CCCN(Cc4cccc(C(C)=O)c4)C3)CC2)cc1 (configuration not stated),0.5,2,2.2,13,1.3,0.9,?,2,0
COc1ccc(-c2noc(CN(C)C(=O)c3ccoc3C)n2)cc1OC,-0.4,10,1.0,-8,2.1,-1.5,1,4,8
CC(OC(=O)CCSc1ccccc1)C(=O)Nc1ccc(S(N)(=O)=O)cc1 (configuration not stated),0.5,2,4.8,1,.,-1.0,-4,-6,2
Cc1cccc2c1-c1sc(C(=O)Nc3ccccc3N3CCN(C)CC3)cc1CO2,-1.4,-6,1.8,-7,0.3,-3.9,-4,15,8
CCN(C(=O)CSc1nnnn1-c1ccccc1)C1CCS(=O)(=O)C1 (configuration not stated),.,-2,-0.4,3,2.3,-2.4,-3,-2,1
COc1ccc(-c2nc(C#N)c(NC(C)c3ccccc3)o2)cc1OC (configuration not stated),-0.1,-28,-0.2,7,0.2,-0.6,9,13,144*
Cc1ccc(Nc2nc3ccc(Cl)cc3n3cnnc23)cc1F,-0.9,-1,0.9,7,-1.2,-2.4,-4,14,4
CCC(Sc1ncnc2c1c(-c1ccccc1)cn2-c1ccc(OC)cc1)C(=O)OC (configuration not stated),-0.4,-4,0.5,4,-0.3,-2.8,-2,13,-8
CC(OC(=O)c1ccco1)C(=O)NCc1ccc2c(c1)OCO2 (configuration not stated),-0.5,-2,3.7,-4,-0.7,-0.3,20,-7,2
O=C(N/N=C/c1ccc2c(c1)OCO2)c1cccs1,0.7,16,0.3,2,-1.5,-0.2,-3,35*,-2
CN(C(=O)c1cccc(Cl)c1)C1CCCN(Cc2ccccc2F)C1 (configuration not stated),2.0,-13,0.3,5,-2.2,-1.7,-2,9,4
Cc1cccc(-n2c(-c3ccc(Br)o3)n[nH]c2=S)c1,.,7,-0.2,-3,-0.4,-1.1,-9,-1,0
CCOC(=O)C1CCCN(C(=O)c2ccc(C(F)(F)F)nc2C)CC1 (configuration not stated),0.4,10,-0.3,-6,.,-0.3,-6,4,0
CCN(CC)CCNC(=O)c1ccc(NC(=O)c2ccc3c(c2)CCC3)cc1,-0.3,-7,-3.0,-3,0.8,-0.1,-18,7,8
CC(=O)Nc1ccc(NC(=O)C2CCN(C(=O)c3cccs3)CC2)cc1,.,13,-1.2,6,1.2,-2.3,-5,4,2
